Compound activity deposited in PubChem by several laboratories.
APP 5UTR inh = APP translation inhibition; hit rate 0.82% among 190,000; AID 1285; inhibition, % at 2 µM; SH-SY5Y APP 5'UTR-luciferase reporter, luminescence;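 active = inhibition above a set limit, derived from the sample mean plus 3 SD, cut at about 45% in these data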; note: values of inactives mirror those of a sister screen read the other way
APP 5'UTR act = activates APP 5'UTR luciferase reporter; SH-SY5Y APP 5'UTR luciferase reporter, luminescence; zero percent = DMSO vehicle wells; AID 1276; activation, % at 2 µM; hit rate 1% among 190,000;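 active = activation above a set limit, based on mean plus 3 SD of controls, cut at about 140% in these data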; note: values of inactives mirror those of a sister screen read the other way
ROMK primary = modulates human ROMK potassium channel activity; B-score at 10 µM; hit rate 2% among 130,000; Tet-inducible ROMK, thallium flux fluorescence; actives lie on both sides;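 active = signal ratio slope over the read window, or its plate-corrected B-score, at least 3 SD from the plate mean, either direction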;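 note: B-score of the F/F0 ratio slope over 7 to 12 s after thallium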
Target sequence (P48048 whole entry, looked up): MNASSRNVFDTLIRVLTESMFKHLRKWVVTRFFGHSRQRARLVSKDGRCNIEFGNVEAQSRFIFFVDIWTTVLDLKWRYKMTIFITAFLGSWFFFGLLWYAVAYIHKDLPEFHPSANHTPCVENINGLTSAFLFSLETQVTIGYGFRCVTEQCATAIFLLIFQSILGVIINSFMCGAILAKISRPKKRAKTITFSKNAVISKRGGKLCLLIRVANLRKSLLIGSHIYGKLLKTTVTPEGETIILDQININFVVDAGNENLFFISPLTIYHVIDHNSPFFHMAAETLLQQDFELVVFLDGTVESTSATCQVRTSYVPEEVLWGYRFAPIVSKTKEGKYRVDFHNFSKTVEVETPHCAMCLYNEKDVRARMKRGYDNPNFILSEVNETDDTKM
STAT3 act = activators of IL-6 induced STAT3 signaling; U3A cells, IL-6 STAT3-luciferase reporter, luminescence; 100% = signal with IL-6 EC80 alone; activation (% of control), % at 5.6 µM; hit rate 0.91% among 190,000; AID 871;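 active = activation above the screen-wide mean of compound activation plus 3 SD, cut at about 130% in these data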;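 note: 0% = background luminescence of wells with medium and substrate only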
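Material: human STAT1-deficient U3A cells with stable STAT3-luciferase reporter / Probe or stimulus: IL-6 stimulus at 33 ng/mL final / Schedule: 1 h compound pre-exposure, 6 h IL-6 stimulation, 37 °C / Technique: luminescence / Read-out basis: percent of IL-6-only median luminescence / Control set: IL-6-only high control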
STAT1 activator = activators of IFN-gamma induced STAT1 signaling; NIH 3T3 STAT1-luciferase reporter, luminescence; 100% = IFN-gamma alone, no compound; activation (% of control), % at 5.5 µM; hit rate 2.6% among 200,000;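 active = activation above the screen-wide mean activation plus 3 SD, cut at about 130% in these data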;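 note: raw ratio to IFN-gamma control signal so 100% means no change and 0% no light; values of inactives mirror those of a sister screen read the other way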
STAT3 blocker = inhibitors of IL-6 induced STAT3 signaling | U3A cells, IL-6 STAT3-luciferase reporter, luminescence; host cell line lacks STAT1 | inhibition, % at 5.5 µM | hit rate 0.89% among 190,000;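 active = inhibition above the mean inhibition across all screened compounds plus 3 SD, cut at about 44% in these data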;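 note: 0% = DMSO only wells and 100% = 100 µM nifuroxazide control wells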
STAT1 blocker = inhibitors of IFN-gamma induced STAT1 signaling | NIH 3T3 STAT1-luciferase reporter, luminescence | inhibition, % at 5.5 µM | hit rate 0.35% among 200,000 | AID 920;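 active = inhibition above a set limit, the mean inhibition across all tested compounds plus 3 SD, cut at about 34% in these data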;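 note: 0% = IFN-gamma with DMSO and 100% = IFN-gamma with 300 µM nifuroxazide; values of inactives mirror those of a sister screen read the other way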
FLuc inh counter = Photinus pyralis luciferase inhibition counter-screen | P08659 | ATPLite firefly luciferase biochemical luminescence, 10 min | inhibition, % at 10 µM | hit rate 1.5% among 200,000;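 active = inhibition above about 50% when tested at 10 µM, limit read from the data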
Target sequence (P08659 whole entry, looked up): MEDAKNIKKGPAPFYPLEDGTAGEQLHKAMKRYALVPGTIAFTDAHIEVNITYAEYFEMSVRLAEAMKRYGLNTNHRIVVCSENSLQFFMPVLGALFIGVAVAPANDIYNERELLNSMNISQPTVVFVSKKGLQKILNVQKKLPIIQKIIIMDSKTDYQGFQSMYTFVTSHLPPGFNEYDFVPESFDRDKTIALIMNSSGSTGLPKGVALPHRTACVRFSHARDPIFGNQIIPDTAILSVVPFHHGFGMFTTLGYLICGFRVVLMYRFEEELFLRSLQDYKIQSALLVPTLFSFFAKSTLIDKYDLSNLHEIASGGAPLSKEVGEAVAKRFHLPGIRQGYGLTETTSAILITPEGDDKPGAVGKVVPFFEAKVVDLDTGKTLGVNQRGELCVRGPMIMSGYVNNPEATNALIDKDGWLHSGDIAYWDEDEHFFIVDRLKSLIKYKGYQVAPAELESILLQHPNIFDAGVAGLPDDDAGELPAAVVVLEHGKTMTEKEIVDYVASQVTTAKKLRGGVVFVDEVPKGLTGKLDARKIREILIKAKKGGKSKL
NF-kB expr up = NF-kB expression increase, human neuronal cells. NF-kB reporter expression; active compounds read high. fold change at 12.5 µM. hit rate 1.6% among 190,000; in the data active = fold change above about 3.3
FLuc act counter = firefly luciferase counter-screen for stimulation assays. P08659. AID 1027. activation factor at 10 µM. ATPlite luciferase biochemical, luminescence, 10 min; 0 = ATP-free wells, 1 = DMSO control. 200,000 tested, under 10 active;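 active = luciferase activation factor, scaled between plate controls, of at least 2 with compound at 10 µM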
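System: Luciferase/luciferin detection reagent, cell-free biochemical luciferase assay | Medium: PBS buffer for ATP | Dosing: Test compounds dosed from 2 mM stocks in 100% DMSO | Timing: 10 min at ambient temperature | Signal: Luminescence measurement of luciferase light output | Evaluation: Luciferase activation, seen as luminescence increase over controls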
Numbers without * were called inactive.

For CC(C)COCC(O)CCC(=O)NNC(=S)Nc1ccccc1 (stereo unspecified) the results were APP 5UTR inh -11, APP 5'UTR act 11, ROMK primary 1.2, STAT3 act 101, STAT1 activator 93, STAT3 blocker 0, STAT1 blocker 7, FLuc inh counter -9, NF-kB expr up 1 and FLuc act counter 1.1.
CS(=O)(=O)NCCCCNc1ccc(C(F)(F)F)cc1[N+](=O)[O-] was read as APP 5UTR inh -8, APP 5'UTR act 8, ROMK primary 0.34, STAT3 act 101, STAT1 activator 84, STAT3 blocker 5, STAT1 blocker 18, FLuc inh counter -5 and FLuc act counter 1.1.
Screening Cc1nc2ccc(NC(=O)NCCO)cc2s1 returned APP 5UTR inh -11, APP 5'UTR act 11, ROMK primary -0.67, STAT3 act 93, STAT1 activator 101, STAT3 blocker 8, STAT1 blocker -1, FLuc inh counter 0, NF-kB expr up 1.4 and FLuc act counter 1.
O=C(c1ccco1)N1CCN(C(c2cccs2)c2sc3ncnn3c2O)CC1 (stereo unspecified) was read as APP 5UTR inh -4, APP 5'UTR act 4, STAT3 act 106, STAT1 activator 95, STAT3 blocker 2, STAT1 blocker 5, FLuc inh counter 1, NF-kB expr up 1.1 and FLuc act counter 1.
`O=C(COc1ccc2c(c1)OCO2)Nc1ccc2c(c1)oc1ccccc12` gave APP 5UTR inh 4, ROMK primary 1.1, STAT3 act 100, STAT1 activator 108, STAT3 blocker 3, STAT1 blocker -11, FLuc inh counter -3, NF-kB expr up 1.5 and FLuc act counter 1.
`CC1=C(C(=O)N2CCN(C(=O)c3ccco3)CC2)C2(CCC(C)CC2)OC1=O` (stereo unspecified) gave APP 5UTR inh 3, APP 5'UTR act -3, STAT3 act 97, STAT1 activator 101, STAT3 blocker 9, STAT1 blocker -2, FLuc inh counter -10, NF-kB expr up 0.84 and FLuc act counter 1.1.
For COC(=O)c1cc(NC2c3ncccc3C(=O)N2Cc2ccccc2)cc(C(=O)OC)c1 (stereo unspecified) the results were APP 5UTR inh -10, APP 5'UTR act 10, ROMK primary -0.003, STAT3 act 113, STAT1 activator 95, STAT3 blocker -10, STAT1 blocker 6, FLuc inh counter -2, NF-kB expr up 1.3 and FLuc act counter 1.
Screening CCCCOc1ccc(Cc2n[nH]c(=S)n2N)cc1 returned APP 5UTR inh 3, APP 5'UTR act -3, ROMK primary 0.13, STAT3 act 87, STAT1 activator 101, STAT3 blocker 14, STAT1 blocker -1, FLuc inh counter 5, NF-kB expr up 1 and FLuc act counter 0.9.
Screening Cc1cc(NC(=O)CSc2nnnn2Cc2ccccc2)no1 returned APP 5UTR inh 8, APP 5'UTR act -8, STAT3 act 94, STAT1 activator 91, STAT3 blocker 9, STAT1 blocker 9, FLuc inh counter -7, NF-kB expr up 1.1 and FLuc act counter 1.1.
O=C(/C=C/Nc1cccc(F)c1)c1ccco1 was read as APP 5UTR inh -102, APP 5'UTR act 102, ROMK primary -0.32, STAT3 act 106, STAT1 activator 154*, STAT3 blocker -6, STAT1 blocker -51, FLuc inh counter 76*, NF-kB expr up 3.9* and FLuc act counter 0.2.
CCOC(=O)c1[nH]c(C)c(C(=O)C(C)C)c1C was read as APP 5UTR inh -3, APP 5'UTR act 3, ROMK primary -0.35, STAT3 act 100, STAT1 activator 109, STAT3 blocker 6, STAT1 blocker -9, FLuc inh counter 5, NF-kB expr up 1.7 and FLuc act counter 1.
For CCc1cccc(NS(=O)(=O)c2ccc3c(c2)CCC(=O)N3)c1 the results were APP 5UTR inh 11, APP 5'UTR act -11, ROMK primary 0.42, STAT3 act 94, STAT1 activator 85, STAT3 blocker 9, STAT1 blocker 15, FLuc inh counter -3, NF-kB expr up 0.97 and FLuc act counter 1.
For COC(=O)c1c(NC(C)=O)sc(C)c1C the results were APP 5UTR inh 1, APP 5'UTR act -1, ROMK primary -1, STAT3 act 99, STAT1 activator 108, STAT3 blocker 13, STAT1 blocker -9, FLuc inh counter -2, NF-kB expr up 1.1 and FLuc act counter 1.
`CCC(=O)N1N=C(c2ccc(C)o2)CC1c1ccc(Br)cc1` (stereo unspecified) gave APP 5UTR inh 0, APP 5'UTR act 0, STAT3 act 104, STAT1 activator 103, STAT3 blocker -6, STAT1 blocker -3, FLuc inh counter -8, NF-kB expr up 1.3 and FLuc act counter 1.1.
`Cc1ccc2nc(NCc3ccccc3)[nH]c2c1` gave APP 5UTR inh 10, APP 5'UTR act -10, ROMK primary 0.52, STAT3 act 105, STAT1 activator 116, STAT3 blocker 0, STAT1 blocker -18, FLuc inh counter 24, NF-kB expr up 4.8* and FLuc act counter 0.8.
For Cc1nc(C)c(CC(=O)N2CCc3c([nH]c4ccccc34)C2c2ccccn2)s1 (stereo unspecified) the results were APP 5UTR inh -9, APP 5'UTR act 9, ROMK primary 1.3, STAT3 act 96, STAT1 activator 93, STAT3 blocker 10, STAT1 blocker 6, FLuc inh counter -7 and FLuc act counter 1.1.
Cc1cccc(Nc2ncccc2C(=O)NCc2cccs2)c1C was read as APP 5UTR inh 4, APP 5'UTR act -4, STAT3 act 104, STAT1 activator 94, STAT3 blocker 6, STAT1 blocker 6, FLuc inh counter -8, NF-kB expr up 1.4 and FLuc act counter 1.1.
`C=CCOc1c(CNC2CCCC2)cc(Cl)cc1OC` gave APP 5UTR inh 25, APP 5'UTR act -25, ROMK primary -1.1, STAT3 act 103, STAT1 activator 105, STAT3 blocker 4, STAT1 blocker -7, FLuc inh counter -4, NF-kB expr up 1 and FLuc act counter 1.
Screening Cc1ccc(Nc2nnc(SCC(=O)Nc3ncc(C(F)(F)F)cc3Cl)s2)cc1 returned APP 5UTR inh -2, APP 5'UTR act 2, STAT3 act 93, STAT1 activator 101, STAT3 blocker 4, STAT1 blocker -1, FLuc inh counter 15, NF-kB expr up 1.1 and FLuc act counter 0.8.
Screening CCc1c(C(=O)Nc2ccc(OC)c(Cl)c2)[nH]c(C)c1C(C)=O returned APP 5UTR inh -7, APP 5'UTR act 7, ROMK primary -0.66, STAT3 act 80, STAT1 activator 95, STAT3 blocker 28, STAT1 blocker 6, FLuc inh counter -6, NF-kB expr up 0.82 and FLuc act counter 1.1.
For Cc1nnc(N(CCC#N)CCC#N)s1 the results were APP 5UTR inh -8, APP 5'UTR act 8, STAT3 act 99, STAT1 activator 97, STAT3 blocker 10, STAT1 blocker 4, FLuc inh counter -7, NF-kB expr up 1 and FLuc act counter 1.1.
Screening CCOC(=O)c1ccccc1NC(=O)CSc1nc2ccccc2o1 returned APP 5UTR inh -23, APP 5'UTR act 23, STAT3 act 96, STAT1 activator 101, STAT3 blocker 9, STAT1 blocker 0, FLuc inh counter -5, NF-kB expr up 1.3 and FLuc act counter 1.
Screening COc1ccc2c(c1)CC/C(=C/c1ccncc1)C2=O returned APP 5UTR inh -13, APP 5'UTR act 13, ROMK primary 1.2, STAT3 act 91, STAT1 activator 86, STAT3 blocker 14, STAT1 blocker 16, FLuc inh counter 35, NF-kB expr up 1.4 and FLuc act counter 0.7.
For Cn1cccc1Cc1nnc(SCC(=O)NCc2ccccc2Cl)n1-c1ccc(F)cc1 the results were APP 5UTR inh -6, APP 5'UTR act 6, STAT3 act 101, STAT1 activator 98, STAT3 blocker 8, STAT1 blocker 2, FLuc inh counter -8, NF-kB expr up 0.87 and FLuc act counter 1.1.
Screening c1cn2c(NC3CCCC3)c(-c3ccc(N4CCOCC4)cc3)nc2cn1 returned APP 5UTR inh -16, APP 5'UTR act 16, FLuc inh counter 81*, NF-kB expr up 1.2 and FLuc act counter 0.2.
O=C(c1ccc2ncsc2c1)N1CCN(c2ccccc2Cl)CC1 was read as APP 5UTR inh -9, APP 5'UTR act 9, STAT3 act 113, STAT1 activator 102, STAT3 blocker -16, STAT1 blocker -2, FLuc inh counter -10, NF-kB expr up 1.5 and FLuc act counter 1.1.
For CN(NS(=O)(=O)c1ccc(F)cc1)c1ncc(C(F)(F)F)cc1Cl the results were APP 5UTR inh -8, APP 5'UTR act 8, ROMK primary -0.41, STAT3 act 111, STAT1 activator 107, STAT3 blocker -4, STAT1 blocker -7, FLuc inh counter -6, NF-kB expr up 0.96 and FLuc act counter 1.1.
Screening Cc1c(Cl)cccc1NC(=S)NCCCN(C)C returned APP 5UTR inh 24, APP 5'UTR act -24, STAT3 act 99, STAT1 activator 99, STAT3 blocker 3, STAT1 blocker 1, FLuc inh counter -2, NF-kB expr up 2 and FLuc act counter 1.
`Cc1ccnc2nc(C(=O)OCCOc3ccc(F)cc3)nn12` gave APP 5UTR inh -9, APP 5'UTR act 9, ROMK primary -0.63, STAT3 act 99, STAT1 activator 98, STAT3 blocker 9, STAT1 blocker 1, FLuc inh counter 1, NF-kB expr up 1.3 and FLuc act counter 1.
For COc1ccc(CNC(=O)CCS(=O)(=O)Cc2cccc(Cl)c2)c(OC)c1 the results were APP 5UTR inh -16, APP 5'UTR act 16, ROMK primary 0.57, STAT3 act 84, STAT1 activator 93, STAT3 blocker 28, STAT1 blocker 7, FLuc inh counter -4, NF-kB expr up 1.1 and FLuc act counter 1.
`O=C(CC1C(=O)N(c2ccccc2)C(=S)N1c1ccccc1)c1ccccc1` (stereo unspecified) gave APP 5UTR inh -1, APP 5'UTR act 1, ROMK primary 0.26, STAT3 act 94, STAT1 activator 93, STAT3 blocker 6, STAT1 blocker 8, FLuc inh counter -5, NF-kB expr up 0.97 and FLuc act counter 1.1.
Cc1ccc(S(=O)(=O)N/N=C2/CC(c3ccccc3)Oc3ccccc32)cc1 (stereo unspecified) was read as APP 5UTR inh -2, APP 5'UTR act 2, STAT3 act 106, STAT1 activator 107, STAT3 blocker -3, STAT1 blocker -8, FLuc inh counter -4, NF-kB expr up 1.2 and FLuc act counter 1.
For COc1ccc(CN(Cc2ccc(C(=O)O)cc2)C(=S)Nc2cc(C)cc(C)c2)cc1OC the results were APP 5UTR inh 10, APP 5'UTR act -10, ROMK primary -0.35, STAT3 act 102, STAT1 activator 104, STAT3 blocker 0, STAT1 blocker -5, FLuc inh counter -3, NF-kB expr up 0.92 and FLuc act counter 1.

Part of the list above in order of SMILES length, rising:
`Cc1ccnc2nc(C(=O)OCCOc3ccc(F)cc3)nn12` gave APP 5UTR inh -9, APP 5'UTR act 9, ROMK primary -0.63, STAT3 act 99, STAT1 activator 98, STAT3 blocker 9, STAT1 blocker 1, FLuc inh counter 1, NF-kB expr up 1.3 and FLuc act counter 1.
For Cn1cccc1Cc1nnc(SCC(=O)NCc2ccccc2Cl)n1-c1ccc(F)cc1 the results were APP 5UTR inh -6, APP 5'UTR act 6, STAT3 act 101, STAT1 activator 98, STAT3 blocker 8, STAT1 blocker 2, FLuc inh counter -8, NF-kB expr up 0.87 and FLuc act counter 1.1.
For COc1ccc(CN(Cc2ccc(C(=O)O)cc2)C(=S)Nc2cc(C)cc(C)c2)cc1OC the results were APP 5UTR inh 10, APP 5'UTR act -10, ROMK primary -0.35, STAT3 act 102, STAT1 activator 104, STAT3 blocker 0, STAT1 blocker -5, FLuc inh counter -3, NF-kB expr up 0.92 and FLuc act counter 1.
